Screening data: PubChem, National Center for Advancing Translational Sciences (NCATS)
HTT ATP protect: protects HTT-Q103 PC12 cells, measured by ATP. Potency, µM (doses to about 56.4 µM), inactives show cytoprotection (ATP increase), most hits filed as activators. 230,000 compounds, 0.14% hits. PC12 HTT-Q103 induced, cytoprotection, ATP luminescence, 40 h. AID 1471;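 note: % of control where 0% means no effect; nearly all actives have a fitted effect of over 45% in size; toxic huntingtin expression switched on by the ecdysone agonist tebufenozide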
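Cells were plated at 1500 per well in phenol red-free DMEM with 5% equine and 5% calf serum. Tebufenozide (100 nM final) and compounds were added, then ATPlite reagent, and luminescence was read.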
GAA spleen mod: inhibits or activates alpha-glucosidase in human spleen homogenate; human spleen homogenate, 4-MU-alpha-glucoside fluorescence; Potency, µM (titrated, usually from 79.9 µM), inactives show at the highest dose activity change, negative = inhibition, hits mostly inhibitors; 240,000 compounds, 0.006% hits; AID 2112;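 note: 0% = enzyme with vehicle and -100% = no enzyme basal signal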
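Human spleen homogenate (1 ug) with 4-methylumbelliferyl-alpha-D-glucopyranoside (1 mM final) in 50 mM citrate/phosphate pH 5.0, 0.01% Tween-20; 40 min at 37 C. Stopped at pH 10; 4-MU fluorescence Ex 365/Em 440 nm; AC50 by Hill fit.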
GAA glycogen mod: inhibitors or activators of human alpha-glucosidase glycogen cleavage | 300,000 compounds, 0.38% hits | P10253 | Potency, µM (titrated, usually from 76.4 µM), for inactives: top-dose activity change, negative = inhibition, actives largely listed as inhibitors | recombinant GAA, glycogen substrate, Amplex Red glucose oxidase fluorescence;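 note: 0% = full enzyme reaction and -100% = no-enzyme basal signal; the screen sought inhibitors and activators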
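qHTS, 1536-well; enzyme 4 nM final; cpd up to 77 uM; substrate bovine liver glycogen 30 ug; 50 mM citrate/phosphate pH 5.0, 0.01% Tween-20; 37 C, 40 min; Amplex Red detection 45 min RT; Hill fit → AC50.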
GAA inh: alpha-glucosidase (human) inhibition. Potency, µM (highest dose often 76.9 µM), inactives show top-dose activity change, negative = inhibition, usual class: inhibitors. purified human GAA, 4-MU-alpha-glucoside fluorescence. 200,000 compounds, 0.005% hits;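 note: plate controls were uninhibited enzyme wells for no effect and no-enzyme background for full effect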
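Endpoint fluorogenic read: 20 min room-temperature reaction of 4 nM human alpha-glucosidase with 400 uM 4-methylumbelliferyl-alpha-D-pyranoside, pH 5.0, quenched with 1M NaOH/1M glycine pH 10. AC50 from Hill modeling.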
HTT aggregate: inhibitors of mutant huntingtin aggregate formation in PC12 cells; PC12 HttQ103-GFP aggregates, Acumen cytometry, 40 h; Potency, µM (highest dose often 46.1 µM), for the others: top-dose activity change, negative = inhibition, most hits filed as inhibitors; 220,000 compounds, 1.1% hits; note: % is set by controls: 0 for no effect and ±100 for the full control effect; nearly all actives have a fitted effect of over 60% in size
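Using laser scanning cytometry, GFP-positive aggregates were counted after lysis of PC12 cells induced with 100 nM tebufenozide to express HTT exon 1 Q103–GFP. Compounds were tested in titration.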
IMPase Li cell: cell-permeable IMPase inhibitors with lithium potentiation | CHO-M1 cells, IP1 TR-FRET (IP-One), carbachol + lithium | Potency, µM (titrated, usually from 59.4 µM), without a hit: at the highest dose activity, negative = IMPase inhibition, most hits filed as inhibitors | 210,000 compounds, 0.35% hits;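 note: IP1 builds up when IMPase is blocked and the TR-FRET signal falls; plate controls were basal vehicle for no effect and high inhibitor control for full effect; nearly all actives have a fitted effect of over 50% in size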
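Lithium-sensitised IP1 accumulation assay; M1-expressing CHO cells treated 30 min at 37C with compound. Competitive antibody detection by time-resolved FRET followed a 10 min room-temperature lysis step.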
RGS12 GoLoco inh: blocks human Gai1 binding to RGS12 GoLoco peptide, red readout; Potency, µM (top dose mostly 61.6 µM), inactives show top-dose activity, negative = inhibition, actives largely listed as inhibitors; Gai1:RGS12 GoLoco peptide FP, rhodamine, 10 min; P63096; 230,000 compounds, 0.44% hits; active = well fitted inhibition curve with a large enough effect, not every such curve was filed as active; inactive = no such curve, though single readings can be large or run the other way; note: % is set by controls: 0 for no effect and ±100 for the full control effect; nearly all actives have a fitted effect of over 30% in size; many of its hits are not listed in these tables
Target sequence (P63096 whole entry, looked up): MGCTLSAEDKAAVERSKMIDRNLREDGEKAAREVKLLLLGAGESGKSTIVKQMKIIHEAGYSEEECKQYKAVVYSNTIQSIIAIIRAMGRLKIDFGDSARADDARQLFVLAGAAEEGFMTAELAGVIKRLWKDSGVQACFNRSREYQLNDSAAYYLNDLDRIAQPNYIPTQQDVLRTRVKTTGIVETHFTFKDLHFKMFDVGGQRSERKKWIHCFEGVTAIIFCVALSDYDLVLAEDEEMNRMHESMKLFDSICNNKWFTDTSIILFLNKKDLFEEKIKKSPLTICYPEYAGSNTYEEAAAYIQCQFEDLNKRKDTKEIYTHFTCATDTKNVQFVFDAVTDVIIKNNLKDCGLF
The depositor's hits bear a star; ? = inconclusive; nt = not tested or not shown; & = joins results of further samples; [ ] = remark or other dose. Unless noted, calls come from the whole dose curve; as a rule, active = well fitted curve in the direction sought with a large enough effect; inconclusive = small, poorly fitted or top-dose-only effect, or another doubt; inactive = no such curve, though single readings can be large; an effect the other way counts as inactive or inconclusive. Potency is the fitted concentration of half-maximal effect. A portion of the library. The share of hits here may be higher or lower than overall.

Molecule,RGS12 GoLoco inh,GAA spleen mod,IMPase Li cell,HTT ATP protect,HTT aggregate,GAA inh,GAA glycogen mod
CCC(=O)NC(=S)NNC(=O)c1ccc(OC)cc1,-8%,-2%,-9%[38.3 µM],?,?,0%,?
CCOc1nc(NC2CCCCC2)nc(NC(C)(C)C)n1,-2%,-15%,19%,-1%[1.9 µM],-27%,-10%,-8%
Cc1ccc(NC(=O)C(C)c2ccc(-c3ccccc3)c(F)c2)cc1 (configuration not stated),0%,4%,41%[activator][38.3 µM],-13%,?,-7%,-2%
CCOC(=O)C1=C(C)NC(=O)NC1/C(C)=C/c1ccccc1 (configuration not stated),4%,-14%,25%[38.3 µM],-10%,-17%,2%,2%
COC(=O)/C(=C1/Oc2ccc(C)cc2S1)C(F)(F)F,7%,-7%,-1%,7%[10 µM],16%,-4%,11%
CCn1c(-c2ccco2)n[nH]c1=S,12%,0%,5%[38.3 µM],-26%,2%,-2%,-4%
CC(Nc1c([N+](=O)[O-])c(=O)oc2ccccc12)c1ccccc1 (configuration not stated),-6%,5%,nt,-13%[10 µM],-16%[9.22 µM],nt,4%
CCCNC(=O)CSc1nccn1Cc1ccco1,15%,4%,6%,-21%[10 µM],6%,-8%,-11%
COC(=O)C(Cc1ccccc1)NC(=O)c1cccc(S(=O)(=O)N(C)C)c1 (configuration not stated),13%,-1%,2%,-36%[inhibitor],-7%,2%,-4%
CN(c1ccccc1)S(=O)(=O)c1ccc(C(=O)Nc2nnc(C3CC3)s2)cc1,45%[activator],8%,nt,2%[10 µM],22%[9.22 µM],-2%,8%
Cc1ccc(C)n1-c1ccc(C(=O)NCc2ccncc2)cc1,15%,5%,3%,26%,18%,-4%,19%
O=C(Nc1ccon1)c1ccc(Br)o1,6%,2%,-1%,-13%[10 µM],-11%,0%,-5%
CCC(Sc1nc(C)cc(=O)[nH]1)C(=O)Nc1ccc(Cl)cn1 (configuration not stated),0%,3%,12%[38.3 µM],-6%,-4%,-6%[15.4 µM],-8%
Fc1ccccc1OCCSc1nnnn1-c1ccccc1,-8%,1%,37%[activator][38.3 µM],3%[1.9 µM],-7%,1%,-10%
CC1=NN(CCC#N)C(=O)/C1=C/c1ccc(N(C)C)cc1,59%[activator],0%,15%,-18%,-13%,?,-6%
COc1ccc(NC(C)C(=O)N/N=C/c2cc(Br)ccc2OC)cc1 (configuration not stated),1%,-7%,6%,7%[10 µM],-4%,-8%,-20%
CN(Cc1ccccc1)S(=O)(=O)c1ccc(OCC(=O)N2CCOCC2)cc1,3%,-3%,0%[38.3 µM],-34%,5%,2%,3%
O=C(CSc1nnc(CNc2ccc(F)cc2)n1Cc1ccco1)N1CCCC1,2%,2%,6%[38.3 µM],-3%,-9%,1%,0%
Cc1occc1C(=O)N1CCN(S(C)(=O)=O)CC1,0%,-7%,5%,6%[0.074 µM],-7%,-1%,1%
Cc1cc(C)nc(N(C#N)Cc2cccc([N+](=O)[O-])c2)n1,5%,2%,15%,-36%,9%,-5%,-8%

Next part, starting with the last two of the part before.
Molecule,RGS12 GoLoco inh,GAA spleen mod,IMPase Li cell,HTT ATP protect,HTT aggregate,GAA inh,GAA glycogen mod
Cc1occc1C(=O)N1CCN(S(C)(=O)=O)CC1,0%,-7%,5%,6%[0.074 µM],-7%,-1%,1%
Cc1cc(C)nc(N(C#N)Cc2cccc([N+](=O)[O-])c2)n1,5%,2%,15%,-36%,9%,-5%,-8%
COCCn1c(-c2ccc(C)cc2)nc2oc3cc(OC)ccc3c(=O)c2c1=O,4%,-1%,nt,-18%[10 µM],-8%[9.22 µM],nt,7%
COc1nc(N2CCOCC2)nc(C)c1[N+](=O)[O-],-5%,3%,-1%,nt,-4%,-10%,-2%
COc1ccc(NC(=O)CN2CCN(Cc3ccc4c(c3)OCO4)CC2)cc1OC,13%,3%,23%[38.3 µM],-5%,23%,-2%,-2%
COC(=O)c1ccc(-c2cc(C(=O)O)c3cc4c(cc3n2)OCCO4)cc1,5%,?,-22%[38.3 µM],-98%[inhibitor][0.074 µM],6%,?,2%
Cc1oc(C(C)(C)C)cc1C(=O)N1CCCC1C(=O)O (configuration not stated),1%,-9%,5%,-12%[10 µM],16%,3%,2%
CC1(C)OC(=O)N(c2cccnc2)C1(C)O (configuration not stated),2%,3%,15%[38.3 µM],8%[10 µM],8%,-2%,2%
CC(C)(C)OC(=O)C(C(=O)OC(C)(C)C)c1ccc(Cl)nn1,14%,4%,7%,4%[10 µM],-12%[9.22 µM],14%,-1%
CC(C)[C@H](NC(=O)Nc1cccc(C(F)(F)F)c1)C(=O)O,4%,2%,13%[38.3 µM],-15%[0.074 µM],6%,1%,-4%
COc1cc(OC)c2ccc(=O)oc2c1C(CCN1CCCC(C)C1)c1ccc(N(C)C)cc1 (configuration not stated),-1%,-8%&0%,nt,-14%[10 µM],9%[9.22 µM],nt,-17%
CCn1c(SCC(=O)N/N=C/c2ccccc2OCC(=O)O)nnc1-c1ccc(C)cc1,4%,-1%,nt,6%[10 µM],4%[9.22 µM],nt,7%
COC1(OC)N=C(NC(=O)Nc2ccccc2)C2(C#N)C(c3ccccc3)C12C#N (configuration not stated),-12%,5%,-4%[38.3 µM],8%,-9%,7%,-8%
CCOC(=O)/C(=N\Nc1ccccc1)P(=O)(c1ccccc1)c1ccccc1,-15%,5%,nt,5%[10 µM],-4%[9.22 µM],nt,5%
CCCCS(=O)CC(COc1ccc(Cl)cc1)OC(=O)c1ccccc1 (configuration not stated),nt,-14%,nt,-12%[10 µM],10%,?,-21%
Cc1cc2cc(CNC(=O)C(C)Oc3ccccc3)ccc2n1C (configuration not stated),-2%,3%,nt,-1%[10 µM],21%[9.22 µM],nt,9%
COc1ccc(/C=C(\C#N)C(=O)N=CN(C)C)cc1,8%,1%,-10%,-29%,14%,0%,-5%
CC1(C)CC(=O)C=C(NCCc2c[nH]c3ccccc23)C1,4%,0%,nt,9%[10 µM],11%[9.22 µM],-4%,9%
CC(C)CCn1cnc2c(sc3nc4c(cc32)CSC(C)(C)C4)c1=O,4%,-1%,2%,-2%[10 µM],22%,-5%,19%
COC(=O)c1[nH]c2ccc(C)cc2c1NC(=O)CCN1CCN(Cc2ccc3c(c2)OCO3)CC1,5%,4%,23%[38.3 µM],-25%,-1%[9.22 µM],-7%,-10%
COC(=O)c1cc(Br)c(=O)n(CCN2CCCC2)c1,5%,-3%,2%[38.3 µM],-13%,-6%,3%,5%
CC(C)(C)C(=O)CSc1nnc(-c2cccs2)n1CC1CCCO1 (configuration not stated),1%,-5%,40%[activator][38.3 µM],13%,17%,-3%,8%
Cn1c(CC(=O)Nc2ccccc2C(F)(F)F)c(Sc2ccccc2)c2ccccc21,-3%,0%,13%,30%[10 µM],-5%,-6%,21%
Cc1ccsc1/C=N/NC(=O)CC(=O)NCC(C)C,-1%,nt,-4%,-12%,17%,3%,2%
CCOC(=O)CCNC(=O)N1CCCC(C(=O)c2cccc(Cl)c2)C1 (configuration not stated),7%,-1%,-3%,14%[10 µM],0%[9.22 µM],nt,5%
COc1ccccc1CNC(=O)CSc1ccc(-c2cccc([N+](=O)[O-])c2)nn1,4%,2%,8%,-8%,-10%,2%,1%
O=C(CSc1cccc[n+]1[O-])c1ccc(Cl)s1,5%,13%,6%,6%[10 µM],5%,0%,-27%
CCn1c(SCC(=O)N2CCN(c3ccc(F)cc3)CC2)nnc1-c1ccncc1,-4%,-5%,-5%[38.3 µM],3%,0%,-3%,-2%
COc1ccc(OC)c2c(C)cc(N3CCCN(C)CC3)nc12,4%,-22%,7%[38.3 µM],-5%,7%,6%,10%
O=S(=O)(Nc1nccs1)c1ccc(NCc2cc(Br)cc(Br)c2O)cc1,1%,-3%,nt,6%[10 µM],-1%[9.22 µM],-7%[15.4 µM],-10%
CCOC(=O)C1=C(C(F)(F)F)Nc2ncnn2C1c1cc(OC)ccc1OC (configuration not stated),-6%,-2%,?,12%[10 µM],?,1%,?
O=C(CNC(=O)C1CCCCC1)Nc1cc(Cl)ccc1Cl,1%,1%,4%,17%[10 µM],-19%,-17%,0%
C=CCSc1nc(C)c(CC(=O)OCCCC)c(=O)[nH]1,3%,1%,3%[38.3 µM],-4%[10 µM],1%,0%,5%
N#CC(c1ccc(F)cc1)c1ccc(C(=O)c2ccc(F)cc2)cc1 (configuration not stated),6%,-14%,8%[38.3 µM],7%,5%[9.22 µM],3%,-8%
COc1ccc(C(=O)NCc2n[nH]c(=S)n2-c2ccccc2)cc1OC,4%,-6%,42%[activator][38.3 µM],-10%,22%,-14%,4%
COc1ccc(-n2c(NCCN(C)C)nc3sc4c(c3c2=O)CCCCC4)cc1,13%,6%,28%[38.3 µM],-16%,2%,-7%,5%
Cc1sc2nc(C3CC3)nc(N3CCN(S(=O)(=O)c4ccc(F)cc4)CC3)c2c1C,5%,-8%,11%[38.3 µM],0%[10 µM],-23%,-7%,-1%
N#CCc1c(C#N)c(N)nc(N2CCN(S(=O)(=O)c3ccccc3)CC2)c1C#N,33%[activator],1%,-7%,24%[10 µM],2%,?,-18%
Cc1cccc(Nc2nc(-c3cccs3)cs2)n1,-5%,-6%,28%,22%[10 µM],3%,0%,-22%
NC(=O)C1CCN(c2nc(-c3ccc(Br)cc3)cs2)CC1,2%,3%,-8%,nt,15%,4%,-6%
O=C(NC1CCCC1)C(c1ccc(F)cc1)N(Cc1ccc(F)cc1)C(=O)c1ccn[nH]1 (configuration not stated),-8%,-12%,4%[38.3 µM],-4%,2%,-7%,0%
Cn1cnnc1Sc1ccc(C(=O)OCC(=O)NC2CC2)cc1[N+](=O)[O-],-7%,-3%,3%,0%[10 µM],12%,-1%,-4%
O=Nc1c(-c2ccccc2)cc2ccccn12,9%,-2%,46%[activator],-7%,26%,-2%,17%
CSCCC1NC(=O)N(CC(=O)Nc2ccc(N3CCCCC3)cc2)C1=O (configuration not stated),3%,0%,-2%[38.3 µM],-24%[10 µM],?,-3%,-7%
